Source: PubChem (several laboratories)
PvdQ inh = P. aeruginosa PvdQ acylase inhibitors, primary screen, biochemical, fluorescence, plate reader and imaging, single point | PvdQ acylase [Pseudomonas aeruginosa LESB58] | purified PvdQ acylase | inhibition, % at 10 µM | hit rate 0.063% among 340,000; in the data active = inhibition above about 30%, passing the limit was not always enough;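 also: 0% = vehicle neutral wells and 100% = reference inhibitor wells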
dFosB act = activators of delta FosB homodimer, primary screen, biochemical, fluorescence polarization, TAMRA-CDK5 oligo, single point; AID 493131, 2011; purified delta FosB; percent of positive-control signal above neutral wells; hit rate 0.99% among 340,000; Protein FosB (Mus musculus), P13346; activation, % at 25 µM;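 active = mean activation above about 17%, with every replicate also reaching it, limit read from the data, passing the limit was not always enough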;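 also: fluorescence polarization rise as delta FosB binds a TAMRA Cdk5 AP-1 oligo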
Target sequence (P13346 whole entry, looked up): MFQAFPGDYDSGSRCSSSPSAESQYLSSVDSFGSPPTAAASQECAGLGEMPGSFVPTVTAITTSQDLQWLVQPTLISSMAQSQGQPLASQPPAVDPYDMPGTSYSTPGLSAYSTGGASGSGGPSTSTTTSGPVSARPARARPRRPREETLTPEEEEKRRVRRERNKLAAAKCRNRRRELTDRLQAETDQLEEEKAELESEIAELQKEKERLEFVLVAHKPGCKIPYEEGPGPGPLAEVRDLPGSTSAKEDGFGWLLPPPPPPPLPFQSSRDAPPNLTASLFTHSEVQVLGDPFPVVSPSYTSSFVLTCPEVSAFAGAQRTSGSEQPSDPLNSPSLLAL
SUMO Mot1 rescue = yeast Mot1-301 growth rescue at high temperature, primary screen, SUMOylation pathway inhibitor project, S. cerevisiae, ATP luminescence, 38.5C; S. cerevisiae Mot1-301 growth rescue; percent above DMSO median, 100 means doubled; growth rescue, % at 18.8 µM; hit rate 1% among 320,000;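 active = every valid replicate shows activation above 250% relative to neutral control wells; inactive = the rest, any valid replicate at or below 250%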;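 also: OY570 slx delta 5 strain wells were the positive control but not used for scaling; some compounds called inactive have numbers as strong as hits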
Cardiac RTF inh = cardiac RTF calcium sensitivity inhibitors, primary screen, biochemical, IANBD-TnC fluorescence, EC70 calcium | inhibition, % at 7.15 µM | AID 493244, 2011 | hit rate 0.12% among 340,000 | Troponin I, cardiac muscle (Homo sapiens) + Troponin T, cardiac muscle (Homo sapiens) + … | IANBD-labeled cardiac RTF, Ca2+ fluorescence;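 active = inhibition above the mean inhibition of all tested compounds plus 3 SD, cut at about 17% in these data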;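 also: assay run at fixed EC70 calcium of 1.6 mM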
Keap1 Nrf2 FP = Keap1-Nrf2 protein-protein interaction inhibitors, primary screen, biochemical, fluorescence polarization, single point | Kelch-like ECH-associated protein 1 (Homo sapiens), Q14145 | Keap1 Kelch-Nrf2 peptide fluorescence polarization, 1536-well | inhibition, % at 9.4 µM | hit rate 0.15% among 340,000 | AID 504523, 2011; in the data active = inhibition above about 12%;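 also: human Keap1 Kelch domain with fluorescein labeled Nrf2 9mer peptide probe; 0% = neutral control wells and 100% = peptide positive control; higher means more block of Keap1 binding to Nrf2 peptide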
C-LANA FP = inhibitors of KSHV C-LANA binding to DNA, primary screen, biochemical, fluorescence polarization, FAM-LBS DNA, MBP-C-LANA, single point | inhibition, % at 9 µM | Kaposi's sarcoma herpesvirus LANA C-terminal domain (residues 932-1162) DNA binding | AID 504423, 2011 | hit rate 0.078% among 340,000;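 active = highest replicate inhibition at or above 60% at 9 µM, even if other replicates fall short; inactive = all replicates below 60% inhibition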;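 also: 0% = neutral control wells and 100% = 4 µM acridine orange control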
RTF Ca sens act = cardiac RTF calcium sensitivity activators, primary screen, biochemical, IANBD-TnC fluorescence, EC20 calcium; AID 493008, 2010; hit rate 0.24% among 340,000; activation, % at 7.2 µM; IANBD-labeled TnC RTF fluorescence at EC20 calcium; 0% EC20 calcium, 100% full calcium;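 active = activation above the mean over all tested compounds plus 3 SD, cut at about 30% in these data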;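 also: rise in fluorescence read as greater calcium sensitivity of cardiac thin filaments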
CDK5 inh = inhibitors of human CDK5/p35 kinase, primary screen, biochemical, single concentration; Recombinant CDK5/p35, ADP-Glo luminescence, 60 min; AID 488839, 2010; Cyclin-dependent kinase 5 (Homo sapiens) + Cyclin-dependent kinase 5 activator 1 (Homo …; inhibition, % at 10 µM; hit rate 0.01% among 330,000;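 active = highest replicate inhibition of at least 50% and at least 75% of replicates reaching 50%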;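 also: plate controls were DMSO neutral control for no effect and GW8510 at 10 µM for full effect; many of its hits are not listed in these tables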
Target sequence (Q00535 whole entry, looked up): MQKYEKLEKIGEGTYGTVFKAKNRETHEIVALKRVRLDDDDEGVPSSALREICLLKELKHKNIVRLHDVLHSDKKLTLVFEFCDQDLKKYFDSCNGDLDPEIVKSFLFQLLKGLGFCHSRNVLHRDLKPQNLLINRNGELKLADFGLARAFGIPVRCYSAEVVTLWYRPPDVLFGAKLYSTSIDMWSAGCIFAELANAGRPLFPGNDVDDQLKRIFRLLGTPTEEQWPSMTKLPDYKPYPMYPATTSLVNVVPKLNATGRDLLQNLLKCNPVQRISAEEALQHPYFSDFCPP
Target sequence (Q15078 whole entry, looked up): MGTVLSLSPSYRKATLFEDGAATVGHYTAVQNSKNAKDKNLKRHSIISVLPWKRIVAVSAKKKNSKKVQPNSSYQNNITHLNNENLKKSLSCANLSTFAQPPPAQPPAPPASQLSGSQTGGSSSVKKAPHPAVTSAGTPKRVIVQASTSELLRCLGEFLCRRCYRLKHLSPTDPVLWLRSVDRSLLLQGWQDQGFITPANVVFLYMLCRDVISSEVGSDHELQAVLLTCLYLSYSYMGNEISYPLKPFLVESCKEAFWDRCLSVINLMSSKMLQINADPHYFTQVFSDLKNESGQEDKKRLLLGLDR
Rtt109 HAT inh = inhibitors of C. albicans Rtt109/Vps75 HAT, primary screen, biochemical, ThioGlo CoA-SH fluorescence, plate reader; hit rate 0.16% among 330,000; purified Rtt109/Vps75, 4 h; inhibition, % at 34.9 µM; Histone acetyltransferase RTT109 (Candida albicans (strain SC5314 / ATCC MYA-2876)), …;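 active = inhibition of at least 50% in every replicate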
PfHsp90 yeast 2 = growth inhibition of PfHsp90-expressing yeast, primary screen, antimalarial PfHsp90 inhibitor project, S. cerevisiae, BacTiter-Glo luminescence, single point, set 2. AID 504621, 2011. BacTiter-Glo ATP, 48 h; yeast lacking PDR1 and PDR3 efflux regulators. hit rate 0.32% among 310,000. inhibition, % at 9.4 µM;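 active = every replicate shows inhibition above about 80%, whatever the replicate mean, limit read from the data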;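 also: 0% = DMSO neutral controls and 100% = 20 µM radicicol positive controls; yeast relying on Plasmodium falciparum Hsp90 in place of its own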
NSD2 inh = NSD2 histone methyltransferase inhibitors, primary screen, biochemical, AlphaScreen, single concentration, set 2 | hit rate 0.54% among 310,000 | NSD2 peptide methylation, 120 min | Histone-lysine N-methyltransferase NSD2 (Homo sapiens), O96028 | inhibition, % at 12.5 µM; in the data active = inhibition above about 50%
Active calls of the source: *; · = not tested or not shown.

SMILES | PvdQ inh | dFosB act | SUMO Mot1 rescue | Cardiac RTF inh | Keap1 Nrf2 FP | C-LANA FP | RTF Ca sens act | CDK5 inh | Rtt109 HAT inh | PfHsp90 yeast 2 | NSD2 inh
COc1cc(CNC(=O)CCCC(=O)c2ccccc2)cc(OC)c1OC | -11.7 | 8.2 | -19.1 | -6.4 | 4.9 | -3.4 | -4.0 | 0.7 | -32.8 | -2.0 | -14.2
COC(=O)CC1C(=O)NCCN1C(=O)OC(C)(C)C (configuration not stated) | -3.4 | 0.0 | -5.2 | -18.8 | -1.1 | -2.3 | 1.9 | 0.1 | · | 4.6 | -2.7
N#C/C(=C/c1ccccc1)C(=O)NCc1ccccc1 | 7.8 | -16.6 | 27.2 | -3.4 | -5.8 | 1.1 | 4.1 | -1.2 | -2.8 | -12.8 | 5.6
COC(=O)c1ccccc1NC(=O)CSc1n[nH]c(C)n1 | -5.5 | -5.1 | 28.3 | -1.0 | -4.0 | -0.4 | 1.4 | -0.5 | 23.3 | 9.1 | 0.3
Cn1c(=O)n(C)c2cc(/C=N/NC(=O)c3cccc(Br)c3)ccc21 | -9.3 | 10.7 | 4.9 | -5.0 | -3.4 | 0.2 | -4.7 | 0.2 | -30.9 | -24.9 | ·
O=S(=O)(NCc1cccnc1)c1ccc(Cl)cc1 | -2.4 | 1.5 | 7.2 | 8.1 | -4.8 | -0.1 | -4.2 | -0.9 | -6.6 | -20.3 | 0.8
COC(=O)C1=C(C)OC(N)=C(C#N)C1c1ccsc1 (configuration not stated) | -8.5 | -4.7 | 16.1 | -10.9 | -1.4 | -1.3 | 7.0 | -2.2 | 0.5 | 69.6 | -4.3
COc1ccc(/C=C2\SC(N3CCc4ccccc4C3)=NC2=O)cc1 | -23.0 | -34.8 | 3.2 | 6.3 | -4.4 | -0.8 | -6.8 | -5.4 | 4.6 | -94.8 | 1.2
O=C(CNC(=O)OCc1ccccc1)Oc1cc2oc(=O)cc(-c3ccccc3)c2cc1Cl | 17.7 | -6.3 | 115.4 | -4.0 | -7.7 | 2.3 | -4.8 | 0.1 | -11.7 | -81.5 | -14.3
O=C(Nc1cccc(O)c1)c1cc(S(=O)(=O)N2CCCC2)ccc1Cl | -5.1 | 0.0 | -7.6 | -4.3 | -4.7 | 2.1 | -1.9 | 2.1 | 4.8 | 25.2 | ·

Three structures from above, ordered by length of the SMILES, largest number first:
SMILES | PvdQ inh | dFosB act | SUMO Mot1 rescue | Cardiac RTF inh | Keap1 Nrf2 FP | C-LANA FP | RTF Ca sens act | CDK5 inh | Rtt109 HAT inh | PfHsp90 yeast 2 | NSD2 inh
COC(=O)c1ccccc1NC(=O)CSc1n[nH]c(C)n1 | -5.5 | -5.1 | 28.3 | -1.0 | -4.0 | -0.4 | 1.4 | -0.5 | 23.3 | 9.1 | 0.3
N#C/C(=C/c1ccccc1)C(=O)NCc1ccccc1 | 7.8 | -16.6 | 27.2 | -3.4 | -5.8 | 1.1 | 4.1 | -1.2 | -2.8 | -12.8 | 5.6
O=S(=O)(NCc1cccnc1)c1ccc(Cl)cc1 | -2.4 | 1.5 | 7.2 | 8.1 | -4.8 | -0.1 | -4.2 | -0.9 | -6.6 | -20.3 | 0.8

(further entries)
SMILES | PvdQ inh | dFosB act | SUMO Mot1 rescue | Cardiac RTF inh | Keap1 Nrf2 FP | C-LANA FP | RTF Ca sens act | CDK5 inh | Rtt109 HAT inh | PfHsp90 yeast 2 | NSD2 inh
CN(C)CCN(C(=O)c1ccc(S(=O)(=O)N(C)CC2CCCO2)cc1)c1nc2cc3c(cc2s1)OCO3 (configuration not stated) | -5.7 | -3.5 | 10.8 | -0.7 | -1.7 | -0.2 | -4.4 | 0.4 | 7.1 | 9.8 | 2.9
O=C(Cc1cccs1)NCc1cn2ccccc2n1 | -3.5 | -2.7 | -13.1 | -3.9 | -1.1 | 0.9 | -6.0 | 0.7 | -2.5 | -6.3 | ·
CC(=O)c1cc(CN2C(=O)CCC2=O)cs1 | -13.5 | 0.4 | -6.8 | 2.1 | -7.1 | 1.0 | -4.3 | 0.6 | -0.4 | -12.9 | 2.7
CC(C)(C)c1ccc(C2(C)NC(=O)N(CC(=O)NC3CCS(=O)(=O)C3)C2=O)cc1 (configuration not stated) | -10.2 | -7.1 | · | 2.7 | -2.3 | 0.2 | 0.6 | 0.5 | -5.2 | 1.2 | -0.5
COc1cc(OC)cc(-n2nnnc2SCC(=O)N2CCCc3ccccc32)c1 | -9.5 | -17.2 | 6.4 | -17.7 | 7.5 | 1.0 | 5.3 | -9.4 | 3.8 | 7.6 | 22.0
NC(=O)C(C(=O)/C=C/c1ccc(Cl)cc1)=C1SCCS1 | -23.1 | 7.1 | -19.0 | -4.4 | -7.4 | -2.2 | 1.2 | -7.2 | 1.9 | -1.3 | 5.4
O=C(c1ccc(Br)cc1)N1CCC2(CC1)NCCc1[nH]cnc12 | -15.7 | -0.9 | 3.4 | -0.3 | -3.8 | 0.1 | -1.0 | · | -2.5 | -4.6 | -1.7
COC(=O)CSc1nc(N)c2c3c(sc2n1)CCCC3 | -14.1 | -11.4 | -7.8 | -4.4 | -0.5 | -2.7 | -0.7 | -1.6 | -5.9 | -10.0 | 3.2
O=C(Oc1coc(CSc2ncccn2)cc1=O)c1ccccc1[N+](=O)[O-] | -15.8 | 9.1 | -14.3 | 3.7 | -2.1 | 0.5 | -1.6 | 1.5 | -2.0 | -2.8 | -1.1
O=c1c(-c2ccccc2)[n+]([O-])c2ccccc2n1O | -1.7 | 7.1 | -17.3 | -1.9 | 1.6 | -1.0 | 4.5 | -0.6 | 6.5 | -0.6 | 2.1
CN(C)S(=O)(=O)c1ccc(NC(=O)CN2CCc3ccccc32)cc1 | -4.0 | -1.5 | -18.4 | -15.9 | 1.2 | -0.9 | 2.0 | 0.2 | 12.0 | -6.6 | 4.8
CCN(CC)C(=O)Oc1ccc(Br)cc1C(=O)Nc1ccc(F)cc1F | -11.0 | -4.1 | -13.9 | -9.2 | -7.9 | -0.1 | 0.4 | 0.9 | -4.0 | 15.7 | -2.8
C/C=C/c1ccc(OCC(O)CN(C)Cc2ccc(SC)cc2)c(OC)c1 (configuration not stated) | -10.6 | -8.1 | -2.9 | -5.3 | -6.5 | -0.5 | 1.0 | 3.0 | 1.8 | -2.3 | 5.2
COc1ccc(NC2CCCN(C(=O)CSc3ccccn3)C2)cc1OC (configuration not stated) | -14.4 | -14.1 | 40.6 | -8.0 | -0.2 | 0.4 | 1.8 | -1.1 | 4.2 | -19.1 | 38.7
C/C(=N\NC(=O)c1ccc(NS(=O)(=O)c2cccs2)cc1)c1ccccc1 | -18.9 | -8.8 | -0.9 | -10.0 | -5.7 | -2.1 | 10.5 | -2.6 | 0.1 | 16.8 | 3.1
CCCOc1ccc(C(=O)CCNc2cccc(Cl)c2)cc1 | -0.2 | 1.0 | 48.7 | -12.3 | -2.1 | 0.7 | -3.6 | -0.4 | -0.4 | 19.8 | -5.4
COc1ccc2[nH]c3c(c2c1)CCN1C(=O)C(CC(=O)NCC24CC5CC(CC(C5)C2)C4)C[C@H](C(=O)N2CCCCC2)[C@@]31C (some centres not stated) | -7.3 | -13.7 | · | -4.0 | -3.5 | -0.4 | 4.5 | 1.4 | 1.6 | 5.7 | ·
OC(CN(c1ccccc1)c1ccccc1)Cn1cnc2ccccc21 (configuration not stated) | -3.8 | -11.0 | 1.4 | 1.2 | 4.9 | 0.3 | -6.7 | -0.7 | -8.5 | -4.4 | 2.7
Cc1cc(=O)n2[nH]cnc2n1 | -11.2 | 7.4 | -6.8 | 9.0 | 3.0 | 2.4 | 7.5 | -1.1 | -0.7 | 14.1 | 15.3
O=C(Nc1ccccc1F)N(CCCN1CCOCC1)Cc1cc2cc3c(cc2[nH]c1=O)OCCO3 | -8.4 | 0.8 | -14.9 | -3.0 | -4.0 | -1.9 | 1.1 | 0.0 | -0.1 | 24.0 | -10.5
CCC(C)(C)NC(=O)CN(Cc1ccc2c(c1)OCO2)C(=O)CCC(=O)Nc1cc(C)ccn1 | -9.1 | -12.9 | -12.8 | -22.4 | -4.8 | -1.4 | -3.6 | 0.4 | -18.0 | 28.2 | 18.5
CC1CCc2c(sc(NC(=O)c3noc4c3CCCC4)c2C(N)=O)C1 (configuration not stated) | -5.2 | -1.8 | · | -2.1 | 3.8 | 2.3 | 0.4 | -1.3 | -12.6 | 2.4 | 1.5
Cc1c(NC(=O)OCCNC(=O)COc2c(Cl)cccc2Cl)sc(=S)n1C | -10.3 | -2.5 | -11.1 | -8.0 | -6.3 | -1.5 | -4.8 | -1.6 | 15.4 | -31.7 | -2.2
CNC(=O)CSc1nnc(-c2ccccn2)n1Cc1ccco1 | -12.5 | -1.8 | -5.7 | -6.8 | -5.1 | 0.2 | 2.8 | 2.0 | -6.1 | -4.7 | -4.3
CCOC(=O)N1CCC(NC(=O)Cn2ncc3ccccc32)CC1 | -9.2 | -5.4 | 1.0 | -10.9 | -3.3 | -0.4 | 2.6 | -0.9 | 5.7 | 12.5 | -0.1
CSc1nc2ccccc2cc1/C=C(\C#N)c1ccc(Cl)cc1Cl | 7.7 | -5.2 | 3.4 | -5.9 | -6.3 | -2.2 | -4.2 | -1.6 | -0.8 | -7.2 | 1.1
COc1ccccc1NC(=O)/C=C/C(N)=O | -15.1 | -1.1 | -18.8 | -3.0 | -3.1 | -0.5 | 0.6 | -0.9 | 120.8* | -17.3 | -1.1
Cc1ccc(NC(=O)CCC(=O)N2CCC(c3ccccc3)=N2)cc1S(=O)(=O)N1CCCCC1 | 10.0 | 10.2 | · | 5.7 | -0.9 | -1.7 | -20.8 | 0.2 | 10.8 | 0.6 | -1.5
CN(C)CCNC(=O)c1ccccc1-c1cc2ccccc2c(=O)o1 | -16.0 | -8.5 | -1.1 | 3.3 | -2.1 | -1.3 | -0.8 | 0.4 | 6.1 | -23.2 | 5.9
Cc1ccc(CNC(=O)CCS(=O)(=O)c2cc3c(cc2Cl)NC(=O)CO3)cc1 | -20.1 | 2.8 | -21.6 | -1.4 | -1.8 | 2.3 | 3.0 | -0.8 | -8.7 | 19.8 | 0.2
